Source: PubChem BioAssay (SRMLSC)
SKBR3 24h inh: SK-BR-3 proliferation inhibitors, primary screen, cell-based, human, 24 h. SK-BR-3 viability, CellTiter-Glo ATP luminescence; stronger effect = lower value. viability, % at 10 µM. actives 0.47% (n = 41,000). AID 847, 2007;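 active = viability at or below the median of all test compounds minus 3 SD, in both replicates if run twice, cut at about 45% in these data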;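 note: 100% = median untreated cell wells and 0% = median positive control drug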
* = called active by the depositor. These rows are one share of the data; the hit share may differ from the screen's.

Screening O=C(c1ccco1)[C@@H]1[C@@H]2C(=O)N(c3ccc(F)cc3)C(=O)[C@@H]2C2c3ccccc3C=CN21 (some centres not stated) returned SKBR3 24h inh 102.
COc1ccccc1NC(=O)CN1CCCCC1 was read as SKBR3 24h inh 77.
`CCOC(=O)C1CCN(C(=O)CN(C)S(=O)(=O)c2cc(C)ccc2OC)CC1` gave SKBR3 24h inh 92.
`O=C(O)Cn1nnnc1-c1ccc(F)cc1` gave SKBR3 24h inh 97.
Screening Cc1[nH]c2ccc(Br)cc2c(=O)c1CN1CCOCC1 returned SKBR3 24h inh 77.
`CCn1c(COc2ccc(Cl)cc2)nnc1SCC(=O)Nc1ccc2c(c1)OCCO2` gave SKBR3 24h inh 102.
`N=c1c2c(-c3ccccc3)c(-c3ccccc3)n(Cc3ccco3)c2ncn1CCN1CCOCC1` gave SKBR3 24h inh 62.
Screening O=C(Nc1cccc(C(=O)N2CCOCC2)c1)c1ncn[nH]1 returned SKBR3 24h inh 104.
CC1CCN(CCCNC(=O)c2n[nH]c(=O)c3ccccc23)CC1 was read as SKBR3 24h inh 90.
Screening O=C(CCc1ccccc1)Nc1nc2ccc(S(=O)(=O)N3CCOCC3)cc2s1 returned SKBR3 24h inh 82.
CCn1nnnc1SCC(=O)N1CCOCC1 was read as SKBR3 24h inh 122.
Screening O=C(Nc1ccccc1)NC1(C(=O)NCc2ccco2)CCCCC1 returned SKBR3 24h inh 86.
O=C1NC(=S)S/C1=C1\Sc2ccccc2N1CCCS(=O)(=O)O was read as SKBR3 24h inh 100.
O=C(O)COc1ccc(-c2nnn(Cc3ccccc3F)n2)cc1 was read as SKBR3 24h inh 86.
Screening COC(=O)C1C(c2ccccc2)C(C(=O)N2CCN(C)CC2)C1c1ccccc1 (configuration not stated) returned SKBR3 24h inh 84.
Screening COc1ccc(CNC(=O)C(c2ccco2)N(Cc2cccs2)C(=O)Cc2cccs2)cc1 (configuration not stated) returned SKBR3 24h inh 86.
For C=CCN1C(=O)C2C(C(=O)NC)C3(C)C=CC2(O3)C1C(=O)NCc1ccc(OC)cc1 (configuration not stated) the results were SKBR3 24h inh 63.
For Cc1nc2nc(COc3ccccc3)nn2c(C)c1Cl the results were SKBR3 24h inh 86.
`CC(=O)Nc1ccc(S(=O)(=O)N(C)c2ccc(O)cc2)cc1` gave SKBR3 24h inh 90.
For Cn1nc(-c2ccc(N3CCOCC3)c(NS(=O)(=O)c3ccccc3)c2)c2ccccc2c1=O the results were SKBR3 24h inh 100.
For COc1ccccc1CNC(=O)COC(=O)c1ccc(NC(N)=O)cc1 the results were SKBR3 24h inh 90.
`COc1ccc(NC2=NCCC(=O)N2Cc2cccs2)cc1` gave SKBR3 24h inh 89.
COc1ccc(-c2csc(NC(=O)C3CCCO3)n2)cc1 (configuration not stated) was read as SKBR3 24h inh 97.
COc1ccc2[nH]c(=O)c(CN(Cc3ccc(C)cc3)Cc3nnnn3CC3CCCO3)cc2c1 (configuration not stated) was read as SKBR3 24h inh 73.
Cc1ccc(C(C)NC(=O)c2cc(C)oc2C)cc1 (configuration not stated) was read as SKBR3 24h inh 97.
Screening COc1ccc(CNC(=O)CSc2nnc(-c3ccc(NC(C)=O)cc3)n2C)cc1 returned SKBR3 24h inh 96.
CCOC(=O)NC1C=CS(=O)(=O)C1 (configuration not stated) was read as SKBR3 24h inh 97.
`CC(C)c1ccc(N2C(=O)[C@@H]3Cc4ccccc4CN3C2=O)cc1` gave SKBR3 24h inh 47.
For O=C(c1ccc2snnc2c1)N1CCN(c2ccccn2)CC1 the results were SKBR3 24h inh 81.
For CCOC(=O)c1c(Nc2ccccc2N)cc(C)nc1C the results were SKBR3 24h inh 102.
`Cn1c(=O)c2c(nc(Oc3ccc4c(c3)OCO4)n2Cc2ccc(Cl)cc2)n(C)c1=O` gave SKBR3 24h inh 61.
For Cc1n[nH]c(C)c1SCC(=O)Nc1ccc(F)cc1 the results were SKBR3 24h inh 99.
Screening Nc1nc(Nc2ccccc2)nc2ccccc12 returned SKBR3 24h inh 83.
CCN(C(=O)Cn1c(=O)oc2ccccc21)c1cccc(C(F)(F)F)c1 was read as SKBR3 24h inh 112.
CCOc1ccc2nc3sc(C(=O)N4CCN(C)CC4)c(N)c3cc2c1 was read as SKBR3 24h inh 115.
Cc1nc2nc(C)n(-c3ccccc3)c2s1 was read as SKBR3 24h inh 107.
For COc1cc(C)nc(NCc2ccccc2)n1 the results were SKBR3 24h inh 84.
`COc1ccc(C(=O)CSc2nnc(-c3ccccc3)o2)cc1` gave SKBR3 24h inh 104.
`CC(C)(C)n1nc2c(c1NC(=O)c1ccco1)CS(=O)C2` (configuration not stated) gave SKBR3 24h inh 77.
Screening CCN(CC)c1ccc(C=N/C(C#N)=C(\N)C#N)cc1 returned SKBR3 24h inh 98.
Screening COc1ccc(-c2noc(CN(C)S(=O)(=O)c3ccc(Cl)cc3)n2)cc1OC returned SKBR3 24h inh 84.
Screening CCCC(=O)c1cc(-c2nc3ccccc3n2C)n(C)c1 returned SKBR3 24h inh 73.
For Cc1cc(C)n(-c2nc3ccccc3c(=O)n2OC2CCCCC2)n1 the results were SKBR3 24h inh 63.
`Cc1ccc(C2NC(=O)c3c(sc4c3CCN(C)C4)N2)s1` (configuration not stated) gave SKBR3 24h inh 85.
`CCN(CC)C(=O)CN1C(=O)C2CC=C(Cl)CC2C1=O` (configuration not stated) gave SKBR3 24h inh 92.
`CCc1cc2c(NCc3ccco3)ncnc2s1` gave SKBR3 24h inh 100.
CCOc1ccc2nc(NCCNS(=O)(=O)c3ccccc3)c(C#N)cc2c1 was read as SKBR3 24h inh 73.
Screening O=C(Nc1ccc(Cl)cc1)N1CCC(c2nc(-c3ccc(F)cc3)no2)CC1 returned SKBR3 24h inh 76.
Screening CCOC(=O)c1cc(NC(=O)c2cc(C)on2)cc(C(=O)OCC)c1 returned SKBR3 24h inh 91.
Screening CCN1C(=O)OC2(CCCCC2)C1(C)O (configuration not stated) returned SKBR3 24h inh 100.
Screening CC(C)C(=O)N1CCN(c2nc(-c3ccccc3)c3c(c2C#N)CC(C)(C)OC3)CC1 returned SKBR3 24h inh 71.
`O=C(NCc1cccs1)C1CC(c2ccccc2O)=NO1` (configuration not stated) gave SKBR3 24h inh 94.
For N#Cc1c(N)nc(SCC(=O)NCCc2ccccc2)c(C#N)c1-c1cccs1 the results were SKBR3 24h inh 89.
For CCCCN(CCCC)C(=O)CSc1nnc(-c2cc(OC)c(OC)c(OC)c2)o1 the results were SKBR3 24h inh 89.
`CCOC(=O)c1nnn(-c2nonc2N)c1CNC(C)C` gave SKBR3 24h inh 72.
For CC(C)C1C(C#N)=C(N)Oc2n[nH]c(C(C)(C)C)c21 (configuration not stated) the results were SKBR3 24h inh 101.
For CCCC(=O)c1ccc(N2CCN(C(=O)OCC)CC2)c(F)c1 the results were SKBR3 24h inh 97.
`Cn1c(=O)c2c(nc(CN3CCc4ccccc4C3)n2Cc2ccc(F)cc2)n(C)c1=O` gave SKBR3 24h inh 87.
CCCCn1c(SCC(=O)Nc2cc(C)on2)nc2c1c(=O)n(C)c(=O)n2C was read as SKBR3 24h inh 98.
`CC1CCCC(C)N1C(=O)CSc1nnc(CSc2ncccn2)n1C` (configuration not stated) gave SKBR3 24h inh 119.
`COc1cccc(Cn2c(NCC(C)C)nc3c2c(=O)n(C)c(=O)n3C)c1` gave SKBR3 24h inh 130.
Screening CCOc1ccc(C(=O)NCc2ccncc2)cc1 returned SKBR3 24h inh 83.
`CCOc1ccccc1Oc1ccc(C(F)(F)F)cn1` gave SKBR3 24h inh 112.
`S=c1[nH]nc(-c2ccc(Br)cc2)n1Cc1ccco1` gave SKBR3 24h inh 81.
For CCOC(=O)c1c(N)nn(C(=O)C(C)(C)C)c1-c1ccccc1 the results were SKBR3 24h inh 87.
For COc1ccc(OC)c(S(=O)(=O)N(C)CC(=O)Nc2ccccc2OC)c1 the results were SKBR3 24h inh 92.
`CC1(C)Cc2c(c(-c3ccco3)[nH]c(=O)c2C#N)CS1` gave SKBR3 24h inh 90.
Screening COc1ccc(OC)c(NC(=O)C(CCS(C)(=O)=O)NC(C)=O)c1 (configuration not stated) returned SKBR3 24h inh 93.
Screening Cn1c(=O)[nH]c(=O)c2c1nc(SCC(O)CO)n2Cc1ccccc1Cl (configuration not stated) returned SKBR3 24h inh 91.
O=C(O)CCN1C(=O)c2ccc(NC(=O)c3cccs3)cc2C1=O was read as SKBR3 24h inh 97.
`CS(=O)(=O)N(CC(=O)NCCC1=CCCCC1)c1ccc2c(c1)OCO2` gave SKBR3 24h inh 84.
COc1c(F)c(F)c(C(=O)Nc2ccccc2N2CCN(C(C)=O)CC2)c(F)c1F was read as SKBR3 24h inh 105.
Screening C=CCNc1ncnc2c1[nH]c1ccccc12 returned SKBR3 24h inh 89.
`O=C(CSc1ncn(-c2ccccc2)n1)NCc1ccccc1` gave SKBR3 24h inh 89.
`O=C(CN1C(=O)C2CC=C(Cl)CC2C1=O)Nc1ccc(C(=O)O)cc1` (configuration not stated) gave SKBR3 24h inh 89.
`Cc1ccc(C#N)c(SCc2cc3c(cc2Cl)OCO3)n1` gave SKBR3 24h inh 83.
Screening OC(C#CCN1CCCC1)c1ccccc1 (configuration not stated) returned SKBR3 24h inh 75.
For O=C(CS(=O)(=O)Cc1ccccc1)N1CCN(c2cccc(C(F)(F)F)c2)CC1 the results were SKBR3 24h inh 94.
`O=c1[nH]c(Cc2ccccc2)nc2c1oc1ccccc12` gave SKBR3 24h inh 101.
For N#Cc1nc(Cc2cccc3ccccc23)oc1NCCCn1ccnc1 the results were SKBR3 24h inh 87.
`CCOc1ccc(-c2[nH]nc3c2C(c2cccnc2)C(C#N)=C(N)O3)cc1` (configuration not stated) gave SKBR3 24h inh 89.
For COc1ccccc1-n1nnnc1SCc1cc2c(cc1Br)OCO2 the results were SKBR3 24h inh 88.
`CCOC(=O)N1CCC(NC(=O)c2cc(C(=O)NCc3ccc(F)cc3)ccc2CO)CC1` gave SKBR3 24h inh 84.
`CC(=O)c1c(C(C)=O)c(C)n(Cc2ccc3c(c2)OCO3)c1C` gave SKBR3 24h inh 108.
Screening Cc1cc(C(=O)O)ccc1-n1c(C)ccc1C returned SKBR3 24h inh 83.
COc1cc2c(C(=O)NCc3ccc4c(c3)OCO4)cn(C)c(=O)c2cc1OC was read as SKBR3 24h inh 73.
Screening Cc1ccc(Cl)cc1N1CCN(C(c2ccc(C#N)cc2)c2nnnn2C2CCCC2)CC1 (configuration not stated) returned SKBR3 24h inh 97.
Screening CCOc1ccc(S(=O)(=O)NCc2ccc(F)cc2)c2cccnc12 returned SKBR3 24h inh 79.
For COc1ccccc1NC(=O)CSc1ncnc2c1oc1ccccc12 the results were SKBR3 24h inh 72.
For CCN1C(=O)NC2C1N(S(C)(=O)=O)CCN2S(C)(=O)=O (configuration not stated) the results were SKBR3 24h inh 98.

Compounds above that have a CF3 group (3):
CCN(C(=O)Cn1c(=O)oc2ccccc21)c1cccc(C(F)(F)F)c1 was read as SKBR3 24h inh 112.
`CCOc1ccccc1Oc1ccc(C(F)(F)F)cn1` gave SKBR3 24h inh 112.
For O=C(CS(=O)(=O)Cc1ccccc1)N1CCN(c2cccc(C(F)(F)F)c2)CC1 the results were SKBR3 24h inh 94.

Ordered by number of heavy atoms (high to low): part of the list above.
`Cn1c(=O)c2c(nc(Oc3ccc4c(c3)OCO4)n2Cc2ccc(Cl)cc2)n(C)c1=O` gave SKBR3 24h inh 61.
COc1c(F)c(F)c(C(=O)Nc2ccccc2N2CCN(C(C)=O)CC2)c(F)c1F was read as SKBR3 24h inh 105.
Screening O=C(Nc1ccc(Cl)cc1)N1CCC(c2nc(-c3ccc(F)cc3)no2)CC1 returned SKBR3 24h inh 76.

New compounds follow
`Cc1ccc2c(c1)N(Cc1ccccn1)C(=O)C(C)O2` (configuration not stated) gave SKBR3 24h inh 106.
CCOC(=O)CSc1nnc(Cc2cc(=O)[nH]c(=O)[nH]2)n1-c1cccc(OC)c1 was read as SKBR3 24h inh 94.
`O=C(NCCCN1CCCC1=O)c1cccc(C(F)(F)F)c1` gave SKBR3 24h inh 79.
N#CC1=C(N)SC(N)=C(C#N)C1CCC1CCCCC1 was read as SKBR3 24h inh 100.
`CN(C)C=Nc1ncc2c3ccccc3n(Cc3ccccc3)c2c1C#N` gave SKBR3 24h inh 81.
Screening CC(Sc1nc2c(c(=O)n(C)c(=O)n2C)n1Cc1cc2c(cc1Cl)OCO2)C(=O)O (configuration not stated) returned SKBR3 24h inh 84.
Cc1ccc(CNC(=O)c2cccc(-n3cnnn3)c2)cc1 was read as SKBR3 24h inh 72.
`CCCN1C(=O)c2cc(C(=O)NC3CCCCCC3)ccc2C1O` (configuration not stated) gave SKBR3 24h inh 99.
`CC1(C)Cc2c(sc3nc(-c4cccs4)n(N)c(=O)c23)CO1` gave SKBR3 24h inh 50.
`CCn1c(SCC(=O)NCc2cccs2)nnc1-c1cccs1` gave SKBR3 24h inh 82.
Screening Cc1ccc(-c2cc(-c3ccc(Cl)cc3)c(C#N)c(N)n2)o1 returned SKBR3 24h inh 102.

Reprinted at random: two entries already listed
`O=C(NCCCN1CCCC1=O)c1cccc(C(F)(F)F)c1` gave SKBR3 24h inh 79.
Screening Cc1ccc(-c2cc(-c3ccc(Cl)cc3)c(C#N)c(N)n2)o1 returned SKBR3 24h inh 102.
